Screening data from PubChem.
STAT3 blocker – inhibitors of IL-6 induced STAT3 signaling. AID 862. 0.89% of 190,000 active. inhibition, % at 5.5 µM. U3A cells, IL-6 STAT3-luciferase reporter, luminescence; host cell line lacks STAT1;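 active means inhibition above the mean inhibition across all screened compounds plus 3 SD, cut at about 44% in these data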;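 further: 0% = DMSO only wells and 100% = 100 µM nifuroxazide control wells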
STAT3 act – increases IL-6 driven STAT3 reporter signal; 0.91% of 190,000 active; activation (% of control), % at 5.6 µM; U3A cells, IL-6 STAT3-luciferase reporter, luminescence; 100% = signal with IL-6 EC80 alone;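 active means activation above the screen-wide mean of compound activation plus 3 SD, cut at about 130% in these data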;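 further: 0% = background luminescence of wells with medium and substrate only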
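Material: human U3A cells carrying STAT3-luciferase construct. Measured by: reporter luminescence signal. Timing: compound 1 h, then IL-6 6 h at 37 °C.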
bIAP act – intestinal alkaline phosphatase (bovine) activation | activation factor at 20 µM | purified bovine IAP, CDP-star luminescence, 30 min; stronger effect = higher value; fold of DMSO-control signal, blank-subtracted | 0.17% of 200,000 active | AID 1016;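 active means activation factor of 2 or more at 20 µM, a signal rise over negative controls twice the positive control's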
STAT1 inh – STAT1 signaling inhibition. AID 920. inhibition, % at 5.5 µM. 0.35% of 200,000 active. NIH 3T3 STAT1-luciferase reporter, IFN-gamma, luminescence;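 active means inhibition above a set limit, the mean inhibition across all tested compounds plus 3 SD, cut at about 34% in these data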;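 further: 0% = IFN-gamma with DMSO and 100% = IFN-gamma with 300 µM nifuroxazide; values of inactives mirror those of a sister screen read the other way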
PPARg SRC3 recr – promotes SRC-3 coactivator recruitment by human PPARgamma. biochemical PPARgamma/SRC-3 coactivator recruitment assay. 0.26% of 200,000 active. P37231. activation, % at 8 µM; in the data active means activation above about 23%;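 further: 0% = DMSO and 100% = reference agonist; some compounds past the cut are filed as inactive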
PPARg SRC2 recr – agonists of SRC-2 recruitment by human PPARgamma. PPARgamma LBD-SRC-2 recruitment, biochemical. activation, % at 8 µM. 0.34% of 200,000 active. AID 1032; in the data active means activation above about 22%;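 further: 0% = vehicle and 100% = reference agonist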
ROMK mod – modulates human ROMK potassium channel activity; P48048; Tet-inducible ROMK, thallium flux fluorescence; actives lie on both sides; B-score at 10 µM; 2% of 130,000 active;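 active means signal ratio slope over the read window, or its plate-corrected B-score, at least 3 SD from the plate mean, either direction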;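 further: B-score of the F/F0 ratio slope over 7 to 12 s after thallium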
Target sequence (P48048 whole entry, looked up): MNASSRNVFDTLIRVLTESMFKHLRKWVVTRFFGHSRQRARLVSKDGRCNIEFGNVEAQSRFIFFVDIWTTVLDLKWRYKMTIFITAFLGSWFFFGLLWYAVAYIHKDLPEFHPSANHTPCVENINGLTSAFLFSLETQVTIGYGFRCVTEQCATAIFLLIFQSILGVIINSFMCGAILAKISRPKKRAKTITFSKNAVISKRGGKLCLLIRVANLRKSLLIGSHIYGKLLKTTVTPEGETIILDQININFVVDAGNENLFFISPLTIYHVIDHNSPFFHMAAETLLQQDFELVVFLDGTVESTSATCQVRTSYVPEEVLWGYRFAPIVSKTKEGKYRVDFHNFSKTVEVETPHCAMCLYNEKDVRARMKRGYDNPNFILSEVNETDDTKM
TNAP act hiacc – activators of human TNAP at high phosphate acceptor concentration; activation factor at 20 µM; 200,000 tested, under 10 active; purified TNAP, CDP-star luminescence, 1 M DEA, 30 min; stronger effect = higher value; 0 = EDTA background, 1 = DMSO-only activity; P05186;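 active means activation factor at least 2 at 20 µM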
Target sequence (P05186 whole entry, looked up): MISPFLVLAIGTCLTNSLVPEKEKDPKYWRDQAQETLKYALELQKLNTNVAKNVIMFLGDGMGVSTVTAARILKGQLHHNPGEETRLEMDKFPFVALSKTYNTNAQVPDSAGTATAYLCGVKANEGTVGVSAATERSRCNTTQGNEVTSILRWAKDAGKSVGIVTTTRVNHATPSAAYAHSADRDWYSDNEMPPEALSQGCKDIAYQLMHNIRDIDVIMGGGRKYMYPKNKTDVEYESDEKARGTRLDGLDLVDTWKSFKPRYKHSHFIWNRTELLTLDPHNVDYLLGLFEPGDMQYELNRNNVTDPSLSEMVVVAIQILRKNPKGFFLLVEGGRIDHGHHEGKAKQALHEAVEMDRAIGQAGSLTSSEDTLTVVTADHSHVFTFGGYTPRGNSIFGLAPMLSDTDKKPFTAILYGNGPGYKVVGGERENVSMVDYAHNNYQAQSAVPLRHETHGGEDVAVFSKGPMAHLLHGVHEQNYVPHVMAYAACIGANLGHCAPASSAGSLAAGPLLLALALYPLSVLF
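Control set: EDTA negative control, DMSO positive control / Assay system: human TNAP / Quantity: TNAP 1/800 final / Evaluation: TNAP activation factor scaled between EDTA and DMSO control wells / Measured by: luminescent substrate turnover signal / Compound dosing: one dose, 20 µM / Times: 30 min enzyme reaction at room temperature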
bIAP inh – blocks bovine intestinal alkaline phosphatase activity; purified bovine IAP, CDP-star luminescence, 30 min; inhibition, % at 20 µM; 190,000 tested, under 10 active; AID 1019;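 active means over 50% inhibition of intestinal alkaline phosphatase at 20 µM in the single-dose screen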
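Incubation: 30 min reaction at room temperature / Material: purified bovine intestinal alkaline phosphatase (IAP) enzyme / Input: enzyme at 1/65,000,000 dilution / Dosing: 20 µM single dose / Signal: CDP-star luminescence signal / Reagent: CDP-star chemiluminescent phosphatase substrate, 30 µM final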
PPARg SRC1 recr – agonists of human PPARgamma SRC-1 coactivator recruitment | AID 631 | PPARgamma-SRC-1 coactivator recruitment biochemical assay | activation, % at 8 µM | 0.41% of 200,000 active; in the data active means activation above about 19%;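 further: 0% = DMSO and 100% = reference agonist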
TR-FRET SRC-2 ct – TR-FRET artefact, counter-screen to PPARgamma/SRC-2 agonist assay; stronger effect = higher value; TR-FRET ratio at 8 µM; 0.4% of 200,000 active; AID 1049; in the data active means TR-FRET ratio above about 2000; further: inactives centre near 1500
Starred values were filed as active, the others as inactive; x = not tested or not shown.

SMILES	STAT3 blocker	STAT3 act	bIAP act	STAT1 inh	PPARg SRC3 recr	PPARg SRC2 recr	ROMK mod	TNAP act hiacc	bIAP inh	PPARg SRC1 recr	TR-FRET SRC-2 ct
O=C(OCc1ccccc1F)c1ccc2c(c1)-c1ccccc1C2=O	2	102	0.9	-8	4	0	0.71	1	6	-1	1582
O=C(/C=C/c1ccco1)N1CCN(c2ncccn2)CC1	-6	107	1	-13	2	2	x	1	-1	6	1366
COc1cccc(C(=O)NCC(=O)N/N=C/c2cn[nH]c2-c2ccccc2)c1	10	98	1.4	0	4	15	-0.6	1	-38	14	1680
COc1cc(Cn2c(=O)oc3ccc(C)cc32)ccc1OC(C)C	9	95	1.1	-1	0	-9	-0.72	1	-10	2	1591
CC(C)CNC(=O)c1ccccc1NC(=O)/C=C/c1cccc([N+](=O)[O-])c1	-1	99	0.9	-3	1	-2	0.6	1	6	0	1609
COCCNC(=O)C(c1ccc(O)cc1)N(Cc1ccco1)C(=O)CCC(=O)Nc1nccs1 (stereo unspecified)	-9	111	1	10	-5	-3	x	1	4	1	1509
CCN1C(=O)c2cccc3c(S(=O)(=O)Nc4ccccc4OC)ccc1c23	23	84	0.9	18	3	0	x	1	6	14	1529
O=C(Nc1cc2c3c(c1)C1CCCC1CN3CC1CCCC21)c1ccc([N+](=O)[O-])cc1 (stereo unspecified)	6	95	0.6	-1	7	8	1.5	1	43	14	1556
CC(C)(C)c1nnc(NC(=O)c2ccc(Cl)nc2)s1	15	90	1.1	-28	6	12	0.21	1	-9	-2	1884
NC(=O)C1CCN(C(=O)C2c3ccccc3C(=O)N3CCc4ccccc4C23)CC1 (stereo unspecified)	-16	118	1.2	3	-4	-2	x	1	-16	2	1504
COC1=C/C(=C/c2c(N)n3cc(C)sc3nc2=O)C=CC1=O	-6	110	1	-3	2	-1	-2.7	0.8	4	4	1465
O=C(Nc1ccc(NC(=O)c2ccccc2)nc1)c1ccncc1	-6	110	1	-10	-3	-1	0.031	1	0	1	1573

Structures listed so far with a carbonyl joined to an NH by a bond outside any ring:
SMILES	STAT3 blocker	STAT3 act	bIAP act	STAT1 inh	PPARg SRC3 recr	PPARg SRC2 recr	ROMK mod	TNAP act hiacc	bIAP inh	PPARg SRC1 recr	TR-FRET SRC-2 ct
COc1cccc(C(=O)NCC(=O)N/N=C/c2cn[nH]c2-c2ccccc2)c1	10	98	1.4	0	4	15	-0.6	1	-38	14	1680
CC(C)CNC(=O)c1ccccc1NC(=O)/C=C/c1cccc([N+](=O)[O-])c1	-1	99	0.9	-3	1	-2	0.6	1	6	0	1609
COCCNC(=O)C(c1ccc(O)cc1)N(Cc1ccco1)C(=O)CCC(=O)Nc1nccs1 (stereo unspecified)	-9	111	1	10	-5	-3	x	1	4	1	1509
O=C(Nc1cc2c3c(c1)C1CCCC1CN3CC1CCCC21)c1ccc([N+](=O)[O-])cc1 (stereo unspecified)	6	95	0.6	-1	7	8	1.5	1	43	14	1556
CC(C)(C)c1nnc(NC(=O)c2ccc(Cl)nc2)s1	15	90	1.1	-28	6	12	0.21	1	-9	-2	1884
NC(=O)C1CCN(C(=O)C2c3ccccc3C(=O)N3CCc4ccccc4C23)CC1 (stereo unspecified)	-16	118	1.2	3	-4	-2	x	1	-16	2	1504
O=C(Nc1ccc(NC(=O)c2ccccc2)nc1)c1ccncc1	-6	110	1	-10	-3	-1	0.031	1	0	1	1573

(further entries)
SMILES	STAT3 blocker	STAT3 act	bIAP act	STAT1 inh	PPARg SRC3 recr	PPARg SRC2 recr	ROMK mod	TNAP act hiacc	bIAP inh	PPARg SRC1 recr	TR-FRET SRC-2 ct
O=C(NC(=S)Nc1ccc(N2CCN(C(=O)c3ccccc3)CC2)cc1)c1cccs1	24	84	1	8	-2	6	-0.2	1	2	-2	1430
CCN1C(=O)C(CC(=O)Nc2ccc(Br)cc2)N(CCCc2ccccc2)C1=S (stereo unspecified)	-3	103	0.9	7	-8	2	x	1.1	9	-7	1419
CCC(C)NCCOCCOc1ccccc1-c1ccccc1 (stereo unspecified)	-4	109	1	1	-8	-4	-2.8	1.1	4	-2	1520
Cc1nnc(-c2cnn(C)c2N)n1Cc1ccccc1F	3	101	1	1	-2	10	1.4	1	0	-7	1599
CC1(C)CC2CC(C)(CN2C(=S)Nc2ccccc2F)C1 (stereo unspecified)	14	95	1	1	0	-8	-0.54	1	-2	0	1374
CC(C)Cn1c(N)c(C(=O)COC(=O)c2cc(-c3ccccc3)nc3ccccc23)c(=O)n(C)c1=O	8	91	0.7	4	-1	-3	0.43	0.9	31	-1	1768
Cc1ccccc1C(CC(=O)c1cccs1)C(C#N)C#N (stereo unspecified)	7	90	1	-3	-3	7	x	1	-1	12	1585
CCn1c(SCc2ccccc2)nc2c(c1=O)SCC2	3	107	0.9	15	0	-15	-0.57	1	9	-3	1339
Cc1cc2cc(CNC(=O)Nc3ccccc3)ccc2n1C	4	101	0.8	-13	0	6	x	1	16	4	1719
CC(CN1CCN(C)CC1)OC(=O)c1ccccc1 (stereo unspecified)	2	101	1.1	1	8	1	x	1.1	-5	11	1611
CCOc1ccc(CNC(=O)CCn2c(=O)oc3ccccc32)cc1OC	6	100	1	5	-2	-2	x	1	2	2	1358
CSc1nc(-c2ccccc2)nc(N2CCOCC2)c1C(C)=O	16	93	0.9	9	1	5	-0.3	1.1	13	1	1658
S=C(c1ccc(Cl)cc1)N1CCN(Cc2ccccc2)CC1	7	98	1.1	7	5	3	0.33	1	-9	4	1513
CC(C)C[C@H](NC(=O)OC(C)(C)C)c1nnc(SCC(=O)Nc2ccc(Br)cc2)o1	-3	103	1.1	3	2	9	x	1	-12	2	1538
COCCn1cnnc1SCC(=O)Nc1cccc(S(=O)(=O)N(C)c2ccccc2)c1	16	94	1.2	1	2	10	-1	1.1	-15	2	1514
O=C(c1cc(-c2ccccc2)nc2ccccc12)N1CCc2ccccc2C1	-9	106	1.1	4	-7	-5	x	1	-12	-5	1710
COc1ccc(C2Nc3ccccc3C(=O)N2Cc2ccco2)cc1COc1ccc([N+](=O)[O-])cc1 (stereo unspecified)	-15	113	0.9	5	-6	-1	x	1	11	-6	1622
Cc1c(C(=O)OCCOc2ccccc2)[nH]c2c1C(=O)CCC2	59*	52	1	-19	-5	2	x	1	-1	1	1448
COc1cc(Cl)cc(C2NC(=O)NC(C)=C2C(=O)NCc2ccccc2)c1O (stereo unspecified)	1	102	1	-7	1	4	0.28	1	-1	2	1640
Cc1c(CN(C)C(=O)/C=C/c2ccc([N+](=O)[O-])cc2)cnn1C	-5	104	0.9	-19	1	5	x	1	13	-3	1667
O=C(CSc1nc(N2CCCCC2)nc(N2CCCCC2)n1)Nc1nccs1	4	99	0.9	-3	-1	0	x	1	9	-6	1406
CCOc1ccc(N(CC(=O)NC(C)CC)S(=O)(=O)c2c(C)noc2C)cc1 (stereo unspecified)	7	102	0.9	5	8	-1	x	1.1	11	-1	1541
COc1cc2oc3ccccc3c2cc1N(CC(=O)N(C)C)S(=O)(=O)c1ccc(C)cc1	2	103	1	-4	6	9	0.01	1	3	-2	1675
Cc1c[n+](C)ccc1CC1C([N+](=O)[O-])=C[N-]c2ncnn21 (stereo unspecified)	-6	111	0.8	-7	7	1	0.49	0.9	19	6	1392
COc1ccc(-c2csc(-c3cccnc3)n2)cc1C	-7	108	0.9	-56	1	6	-0.22	1	8	0	1538
O=C(NCC1CCCO1)c1cc(S(=O)(=O)Nc2ccc(Br)cc2)ccc1Cl (stereo unspecified)	3	103	1	4	0	-1	x	1.1	0	-3	1607
C/C(N)=C(/C#N)C(=O)CSc1nc2ccccc2c(=O)n1CCCOC(C)C	21	80	0.8	8	2	-1	2.3	1.1	15	0	1852
C=CCN1C(=O)/C(=C\c2ccc(Oc3nc(N4CCOCC4)nc(N4CCOCC4)n3)c(OC)c2)SC1=S	9	97	0.9	6	4	8	-0.01	1	6	5	1597
O=C(OCC(=O)N1CCc2ccccc21)c1c2c(nc3ccccc13)CCCC2	-34	127	0.8	-1	4	6	x	1	24	-2	1606
CCOc1cccc(C(=O)Nc2nnc(-c3cccs3)s2)c1	18	91	0.8	-25	12	0	1.4	1	24	42*	1683
O=C(Nc1ccc(Nc2ccccc2)cc1)c1ccc(Br)o1	15	92	0.8	-23	12	6	x	1.1	17	10	1566
Cc1ccc(SCc2cc(=O)[nH]c(SCC(=O)Nc3cc(Cl)ccc3Cl)n2)cc1	0	101	0.7	1	4	9	-0.03	1.1	30	10	1608
COc1ccc(-n2c(=S)[nH]c3cc(C(=O)NCCCN4CCOCC4)ccc3c2=O)c(OC)c1	4	101	1	0	1	11	-0.8	1	3	0	1550
COc1ccc(CNCC(O)(c2ccccc2)c2ccc(Cl)cc2)cc1 (stereo unspecified)	-10	113	0.8	10	3	-3	x	1	24	0	1532
COc1ccc(C2CC(c3cccc(Cl)c3)n3nc(N)nc3N2)cc1 (stereo unspecified)	1	99	0.8	-2	8	-3	x	1	17	9	1551
COC(=O)c1ccc(-c2noc(CN(Cc3ccncc3)CC3CCCO3)n2)cc1 (stereo unspecified)	-7	109	1.1	5	1	4	x	1	-10	0	1338
COCC1CCN(c2nc3nonc3nc2N2CCSCC2)C1 (stereo unspecified)	-11	110	0.9	3	-5	-6	0.4	1.1	6	1	1438
COc1ccc(S(=O)(=O)N(CC(=O)N2CCOCC2)Cc2ccccc2)cc1C	9	98	1	5	8	3	-0.83	1	-1	3	1583
Cc1ccc(-n2c(SCC(=O)NCc3ccco3)nc3c(sc4ccccc43)c2=O)cc1	6	98	1.1	0	-2	-5	x	1	-12	0	1723

Looked up by compound from the list above:
SMILES	STAT3 blocker	STAT3 act	bIAP act	STAT1 inh	PPARg SRC3 recr	PPARg SRC2 recr	ROMK mod	TNAP act hiacc	bIAP inh	PPARg SRC1 recr	TR-FRET SRC-2 ct
COc1ccc(C2CC(c3cccc(Cl)c3)n3nc(N)nc3N2)cc1 (stereo unspecified)	1	99	0.8	-2	8	-3	x	1	17	9	1551
CCOc1cccc(C(=O)Nc2nnc(-c3cccs3)s2)c1	18	91	0.8	-25	12	0	1.4	1	24	42*	1683
